# Screens as filed in PubChem.
# All columns: NCI-60 one-dose screen, growth in % after 48 h at 10 µM unless noted; 100 = growth as untreated, 0 = no growth, -100 = all killed.
# SNB-75: SNB-75 CNS cancer; hit rate 5% among 79,000; AID 1794750
# HT29: HT29 colon cancer; hit rate 7.4% among 81,000; AID 1794748
# KM12: KM12 colon cancer cells; AID 1794800; hit rate 5% among 82,000
# HCT-116: HCT-116 colon cancer | hit rate 7.3% among 82,000 | AID 1794798
# COLO 205: COLO 205 colon cancer | hit rate 7.3% among 79,000
# HCC-2998: HCC-2998 colon cancer; hit rate 4.7% among 79,000
# NCI-H322M: NCI-H322M lung cancer; hit rate 2.7% among 80,000
# HCT-15: HCT-15 colon cancer; hit rate 5.2% among 82,000
# SW-620: SW-620 colon cancer. AID 1794795. hit rate 5.2% among 82,000
# * hit, by the source's call; . = not tested or not shown; [ ] = remark or other dose. Rule for the calls: active = growth percent below 10; inactive = the rest.
# Sample of the layout:
Structure	SNB-75	HT29	KM12	HCT-116	COLO 205	HCC-2998	NCI-H322M	HCT-15	SW-620
CC(C)c1cc(O)c(C(C)(C)C)cc1Cl	87	114	86	89	105	103	95	91	88
Cc1nn(-c2ccccc2)c2c1C1C(=C(c3ccc(Cl)cc3)N2)C(=O)N(Cc2ccccc2)c2ccccc21 (configuration not stated)	94	91	101	101	105	117	93	93	103
NC(=O)NC(N)=S	118	105	104	111	109	102	125	94	107
O=C(O)C(C(=O)O)C1CCCCC1	99	105	104	96	104	112	103	105	106
CC(C)CNc1nc(C#N)nc(NCC(C)C)n1	93	112	101	95	111	97	105	86	95
O=c1[nH]c2ccccc2cc1-c1nnc(COc2ccccc2)o1	71	116	102	89	99	98	88	100	105
CC1CCN(C(=O)CC#N)CC1	133	103	111	101	110	.	99	96	105

# The list itself (from the top)
Structure	SNB-75	HT29	KM12	HCT-116	COLO 205	HCC-2998	NCI-H322M	HCT-15	SW-620
CC(C)c1cc(O)c(C(C)(C)C)cc1Cl	87	114	86	89	105	103	95	91	88
Cc1nn(-c2ccccc2)c2c1C1C(=C(c3ccc(Cl)cc3)N2)C(=O)N(Cc2ccccc2)c2ccccc21 (configuration not stated)	94	91	101	101	105	117	93	93	103
NC(=O)NC(N)=S	118	105	104	111	109	102	125	94	107
O=C(O)C(C(=O)O)C1CCCCC1	99	105	104	96	104	112	103	105	106
CC(C)CNc1nc(C#N)nc(NCC(C)C)n1	93	112	101	95	111	97	105	86	95
O=c1[nH]c2ccccc2cc1-c1nnc(COc2ccccc2)o1	71	116	102	89	99	98	88	100	105
CC1CCN(C(=O)CC#N)CC1	133	103	111	101	110	.	99	96	105
Cn1c(=O)c2c(ncn2Cc2ccc(Sc3nc(-c4ccc(F)cc4)c(C#N)c(=O)[nH]3)cc2)n(C)c1=O	59	101	100	100	116	103	100	100	95
N#CSCC1CC(O)(c2ccccc2)C(c2ccccc2)C(c2ccc(F)cc2)O1 (configuration not stated)	63	0.5*	4.7*	-64*	22	75	60	43	-1.6*
NC(=O)c1ccccc1C(=O)c1ccccc1	87	111	107	107	103	112	103	95	104
Cc1cc(=O)n2nnc3cc(C(F)(F)F)ccc3n12	116	104	105	103	108	104	.	101	118
COc1ccc(C(O)c2cc3c(N)c(C(=O)Nc4cccc5ccccc45)sc3nc2C)cc1 (configuration not stated)	32	6.4*	-6.6*	6.3*	-34*	-39*	39	6.5*	19
CN(C)C(=O)OCc1ccc2c(Cl)cc(Cl)c(O)c2n1	48	94	35	32	104	62	54	23	26
COC(=O)c1nn2c(c1C(=O)OC)C[C@@H]1C(=O)N(c3ccccc3)C(=O)[C@@H]1[C@@H]2C	98	113	120	100	133	105	109	120	109
COC(=O)c1cccc(OC)c1O	100	93	107	97	121	109	96	103	114
Cn1cc(/C=C2\C(=O)N(CCCCCCn3c4ccccc4c(=O)c4ccccc43)c3ccccc32)c2ccccc21	108	96	102	88	112	112	91	109	93
NC1=NC(c2ccc(Sc3ccc(Cl)cc3)cc2)n2c(nc3ccccc32)N1 (configuration not stated)	44	44	83	54	77	.	104	112	69
Cc1cc(NS(=O)(=O)c2ccc(Nc3ccnc(SCC(=O)c4ccc(Cl)cc4)n3)cc2)no1	100	106	102	100	113	111	109	103	98
OCCC[C@@]12C(I)=C3CCCC[C@H]3[C@@H]1CCc1cc3c(cc12)OCO3	.	87	96	93	102	100	81	86	90
COc1ccc(-c2cnc3ccccc3n2)cc1	72	118	93	99	104	95	95	100	97
COc1ccc(-n2nnnc2-c2cn[nH]c2C(F)(F)F)cc1	102	93	101	97	97	79	105	110	95
COC(=O)CCCCCN=Cc1c(O)c(O)c(C(C)C)c2cc(C)c(-c3c(C)cc4c(C(C)C)c(O)c(O)c(C=NCCCCCC(=O)OC)c4c3O)c(O)c12	47	4.2*	20	9.8*	14	30	32	17	20
CCc1ccc(C2=NN(c3ccc(S(C)(=O)=O)cc3)C(=O)CC2)cc1	17	12	17	16	23	47	.	22	12
COc1cc2c(cc1OC)=NC(=O)/C(=C\c1sc(Nc3ccc(S(N)(=O)=O)cc3)nc1O)C=2	96	106	90	93	118	103	104	105	106
Clc1ccc2c(c1)C=C1CCCCC3=Cc4cc(Cl)ccc4OC13O2	90	88	105	97	100	104	111	104	103
O=C1COc2c1ccc(O)c2O	92	112	106	106	102	95	120	111	105
O=C(NS(=O)(=O)c1ccccc1)n1ccc2cc(Br)cnc21	74	96	111	102	116	91	89	105	107
O=c1ccc2cnc3sc(-c4ccccc4)nc3c2[nH]1	106	90	91	93	98	103	94	94	99
COc1cc(-c2c(C#N)c(N)n(-c3nccs3)c(=O)c2C#N)cc(OC)c1OC	94	.	89	94	98	106	94	88	94
CCN1C(=O)N(CC)C2SC(N/N=C/c3ccc(F)cc3)=NC21 (configuration not stated)	38	3.8*	11	14	-49*	14	55	15	21
COc1cc(-c2c(-c3ccccc3)noc2C(=O)Nc2ccc(OC(F)(F)Cl)cc2)c(OC)c2c1OCO2	94	110	98	90	110	107	96	107	99
CC12ON=C(c3ccc(F)cc3)N1CCc1c2[nH]c2ccccc12 (configuration not stated)	115	97	94	95	112	106	108	102	98
CC(=O)Oc1cc(C)c(OC(C)=O)c2ccccc12	69	93	100	91	111	100	94	104	93
O=c1c2ccccc2sc2c(N3CCC4(CC3)OCCO4)nc3ccccc3c12	85	90	89	77	104	108	98	86	93
O=c1[nH]c2c(c(=O)[nH]1)CCCCCC2	91	121	108	105	105	108	94	92	94
CC(CN=C(CC(=O)c1ccc(Br)cc1)c1ccccc1)N=C(CC(=O)c1ccc(Br)cc1)c1ccccc1 (configuration not stated)	84	84	.	49	95	109	.	67	92
COc1cc2c3c(c4cc(OC)c(OC)cc4c2cc1OC)CN(Cc1ccccc1)CC3	67	80	75	40	75	98	81	91	60
Nc1ncnc2c1N=C(c1ccc3c(c1)OCO3)CC(c1cccc(Nc3ccnc4cc(Cl)ccc34)c1)N2 (configuration not stated)	75	28	31	6.7*	83	72	76	36	25
CC(C)C(C(=O)NCCc1ccc(O)cc1)N1C(=O)/C(=C/c2ccc(Br)cc2)SC1=S (configuration not stated)	82	110	101	100	121	104	97	95	95
COc1cc(NC(C)CN(CC(C)C)CC(C)C)c2ncccc2c1Cl (configuration not stated)	71	80	97	73	96	103	103	96	94
COC(=O)/C=C/C(=O)OC	104	102	105	111	117	109	116	103	106
c1coc(CNc2cc(Nc3ccc(OCCN4CCCC4)cc3)ncn2)c1	.	89	104	94	119	108	104	102	104
N#C/C(=C\c1ccco1)c1ccc([N+](=O)[O-])cc1	113	99	96	89	119	95	106	102	96
NCCC1CCCS1 (configuration not stated)	85	97	107	92	113	101	101	109	100
Cn1ncc2c(c1=O)-n1nc(CN3CCCC3)cc1-c1ccccc1O2	89	87	101	89	120	107	102	100	111
CCC1(C)N=C(N)Nc2nc3cc(C)c(C)cc3n21 (configuration not stated)	85	91	102	81	120	104	119	105	98
CC1(c2ccncc2)OCCO1	97	106	115	109	128	107	112	101	109
NC(N)=N/N=C/c1cccc([N+](=O)[O-])c1	95	96	108	100	99	105	92	104	103
CCn1cnc2c(=O)[nH]c(N)nc21	92	97	103	107	112	103	91	108	106
O=C(Cc1ccccc1Nc1c(Cl)cccc1Cl)NN1C(=O)/C(=C/N2N=C(c3ccc4ccccc4c3)CC2c2ccc(Cl)cc2)SC1=S (configuration not stated)	92	94	95	89	103	99	102	95	98
COc1c(B(O)O)cccc1-c1cc(C)c2c(ccc3[nH]ncc32)n1	-30*	88	83	42	93	105	74	95	63
COc1ccc(CCN2C(=O)CCSC2=S)cc1OC	85	107	5.1*	103	114	102	101	86	88
Cc1nc2ccc(Nc3nc(NCCN4CCOCC4)nc(N4CCOCC4)n3)cc2n1Cc1ccccc1	93	110	104	100	108	108	104	109	102
Cc1ccc(S(=O)(=O)NCCNc2cc(-c3cn(C(C)(C)C)nc3-c3cccc(O)c3)ccn2)cc1	.	17	65	62	18	43	82	31	40
O=C(O)c1cc2cccc(S(=O)(=O)O)c2cc1O	103	107	99	100	107	92	112	107	105
COc1ccc(C(O)CN2CCCCC2)c2c1CCCC2 (configuration not stated)	99	59	102	78	95	104	69	99	91
Clc1ccc2c(N/N=C/c3c[nH]c4ccccc34)ccnc2c1	-96*	-72*	-77*	-92*	-85*	-92*	-90*	-83*	-75*
Cc1cc(=O)n(C(C)c2ccccc2)n1C(C)c1ccccc1 (configuration not stated)	97	107	103	114	103	104	.	114	98
COc1ccc(CN(C)c2nc3ccccc3s2)cc1	108	89	89	80	106	105	95	93	93
Cn1cc(C(c2coc3cc(F)ccc3c2=O)c2cn(C)c3ccccc23)c2ccccc21	122	95	104	101	110	112	104	102	108

# Three compounds already listed, sorted by count of non-hydrogen atoms, rising.
Structure	SNB-75	HT29	KM12	HCT-116	COLO 205	HCC-2998	NCI-H322M	HCT-15	SW-620
COc1ccc(-c2cnc3ccccc3n2)cc1	72	118	93	99	104	95	95	100	97
O=c1ccc2cnc3sc(-c4ccccc4)nc3c2[nH]1	106	90	91	93	98	103	94	94	99
COc1cc(NC(C)CN(CC(C)C)CC(C)C)c2ncccc2c1Cl (configuration not stated)	71	80	97	73	96	103	103	96	94

# Continuation:
Structure	SNB-75	HT29	KM12	HCT-116	COLO 205	HCC-2998	NCI-H322M	HCT-15	SW-620
CC(=O)Nc1ccc(/C=C2\SC(=S)N(C=C(C#N)C#N)C2=O)cc1	75	90	96	99	100	97	87	107	99
N/C(=N\C(N)=N\c1nc2ccccc2s1)c1cccc(F)c1	89[5 µM]	111[5 µM]	100[5 µM]	89[5 µM]	106[5 µM]	112[5 µM]	93[5 µM]	95[5 µM]	97[5 µM]
O=[N+]([O-])c1cccc(/C=N/Nc2nc(N/N=C/c3cccc([N+](=O)[O-])c3)nc(N3CCCCC3)n2)c1	101	64	65	53	76	94	86	46	83
CC(=O)Nc1ccc(N=NC(C#N)C#N)cc1	88	91	102	107	92	97	99	110	87
COc1ccc(OC)c(/C=C/C(=O)c2c(C)nc3ccccc3c2/C=C/c2ccc(C)cc2)c1	79	53	90	.	95	87	93	50	74
N#C/C(=C\c1ccc(-c2ccccc2)cc1)c1ccccc1	88	94	43	94	96	57	88	80	94
CCN(CC)CCOC(=O)c1cc(Cl)cc(N)c1O	78	108	104	89	113	102	101	99	99
COc1ccccc1NC1=C(Cl)C(=O)C(Nc2ccccc2OC)=C(Cl)C1=O	86	103	89	91	101	119	90	85	114
COc1ccc(-c2cc(-c3ccccc3)[nH]c(=O)c2C#N)cc1	84	109	95	88	123	106	103	82	101
ClC(Cl)c1nc(-c2ccccc2)nc2cc(-c3ccccc3)nn12	.	2.1*	37	30	59	89	97	7.8*	15
Cc1c(Cl)ccc(O)c1C(=O)N[C@@H](Cc1c[nH]c2ccccc12)C(=O)O	80	97	105	68	97	95	104	100	99
CCOC(=O)c1cnc2ccc(OC)cc2c1Nc1cccc(S(N)(=O)=O)c1	95	117	104	58	130	111	107	101	107
CN(c1ccc(C2=NCCN2)cc1)S(=O)(=O)c1cccc2c(S(=O)(=O)N(C)c3ccc(C4=NCCN4)cc3)cccc12	97	110	100	98	113	100	.	103	99
Cc1cccc(C(C(C(=O)c2ccccc2)N2CCOCC2)N2CCOCC2)c1 (configuration not stated)	82	110	105	105	106	.	113	112	107
O=C(/C=C/C=C\c1ccccc1)/C=C/C=C/c1ccccc1	79	103	103	109	109	109	112	107	107
Nc1n[nH]c2ccc([C@@H]3Nc4ccc5[nH]ncc5c4[C@H]4C5C=CC(C5)[C@@H]34)cc12 (some centres not stated)	-10.0*	11	10	6.6*	2.9*	14	44	11	23
COc1ccc(C2c3[nH]c4ccccc4c3C(c3ccc(OC)c(OC)c3)c3c2[nH]c2ccccc32)cc1OC (configuration not stated)	97	106	94	90	108	110	97	97	100
CCOC(=O)CN1C(=O)c2ccc(C(=O)c3ccc4c(c3)C(=O)N(CC(=O)OCC)C4=O)cc2C1=O	90	106	105	109	113	104	118	103	106
O=C(c1cnn2c1NC(c1ccc(F)cc1)C2)N1CCCCC1 (configuration not stated)	85	103	106	98	.	113	112	102	102
FC(F)c1ncc(-c2ccc(C(F)(F)F)cc2)c(NC2CCCCCC2)n1	51[50 µM]	44[50 µM]	37[50 µM]	17[50 µM]	70[50 µM]	56[50 µM]	89[50 µM]	34[50 µM]	54[50 µM]
CCOC(=O)C1=C(C)C(Cl)=N/C1=C\c1[nH]c(Cl)c(C)c1C(=O)OCC	84	92	100	84	107	130	100	99	106
C=CCn1c(SCC(=O)Nc2ccc(C(C)=O)cc2)nnc1-c1cc(-c2ccc(S(C)(=O)=O)cc2)nc2ccccc12	85	97	97	98	98	109	106	91	98
O=C(NO)c1ccc2nc(-c3ccc([N+](=O)[O-])cc3)[nH]c2c1	93	105	105	101	121	101	114	94	104
COc1cc(-c2csc(NC(=O)Nc3ccc(C)cc3)n2)cc(OC)c1OC	59	49	30	64	50	54	93	40	80
COC1OC(C(COC(C)=O)OC(C)=O)C(OC(C)=O)C(OC(C)=O)C1OC(C)=O (configuration not stated)	98	105	117	106	116	115	115	92	104
